Bioassay records: PubChem, several laboratories
BioA inh – M. tuberculosis BioA enzyme inhibitors, primary screen, biochemical, plate reader, single point, HTS; inhibition, % at 9.99 µM; 360,000 compounds, 0.096% hits; purified M. tuberculosis BioA enzyme; 7,8-diaminopelargonic acid synthase BioA (Mycobacterium tuberculosis); in the data active means inhibition above about 40%
VHR inh abs – VHR1 phosphatase inhibitors, primary screen, biochemical, absorbance, uHTS; inhibition, % at 13.3 µM; Dual specificity protein phosphatase 3 (Homo sapiens), P51452; 290,000 compounds, 0.52% hits; recombinant VHR phosphatase, pNPP absorbance; in the data active means inhibition above about 50%; further: some compounds called inactive have numbers as strong as hits
Target sequence (P51452 whole entry, looked up): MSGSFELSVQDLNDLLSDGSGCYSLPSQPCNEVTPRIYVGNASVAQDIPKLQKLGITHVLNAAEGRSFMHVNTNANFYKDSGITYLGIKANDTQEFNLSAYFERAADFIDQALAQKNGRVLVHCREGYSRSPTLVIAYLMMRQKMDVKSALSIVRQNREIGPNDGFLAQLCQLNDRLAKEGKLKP
MazEF act – activators of E. coli MazEF toxin-antitoxin RNase, primary screen, biochemical, fluorescence, uHTS; activation, % at 20 µM; AID 504720, 2011; FAM/BHQ RNA-DNA oligo cleavage fluorescence, 5 h; 350,000 compounds, 0.32% hits; Endoribonuclease toxin MazF (Escherichia coli (strain K12)), P0AE70; in the data active means activation above about 50%
Target sequence (P0AE70 whole entry, looked up): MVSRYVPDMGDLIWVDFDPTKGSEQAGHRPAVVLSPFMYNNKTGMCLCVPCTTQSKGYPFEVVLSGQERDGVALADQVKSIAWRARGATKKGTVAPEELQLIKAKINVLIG
Rv3671c protease – Rv3671c serine protease inhibitors, primary screen, biochemical, fluorescence polarization, M. tuberculosis H37Rv. P9WHR9. inhibition, % at 5.96 µM. 320,000 compounds, 0.048% hits. AID 2606, 2010; in the data active means inhibition above about 38%;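 further: extracellular domain of Rv3671c used as enzyme; 0% = enzyme with DMSO and 100% = no enzyme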
Target sequence (P9WHR9 whole entry, looked up, the tested form may be a part): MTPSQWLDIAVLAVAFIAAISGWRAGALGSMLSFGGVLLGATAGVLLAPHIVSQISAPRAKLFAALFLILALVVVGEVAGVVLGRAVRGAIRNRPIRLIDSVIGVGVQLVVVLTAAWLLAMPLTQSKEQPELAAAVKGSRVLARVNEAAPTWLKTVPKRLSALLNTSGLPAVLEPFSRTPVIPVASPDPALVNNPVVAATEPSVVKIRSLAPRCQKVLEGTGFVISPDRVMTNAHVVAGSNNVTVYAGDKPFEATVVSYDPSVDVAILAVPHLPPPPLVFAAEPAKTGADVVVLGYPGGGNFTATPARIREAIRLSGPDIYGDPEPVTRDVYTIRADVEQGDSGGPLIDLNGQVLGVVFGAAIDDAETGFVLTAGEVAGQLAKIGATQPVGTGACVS
BH1578 lux ind – inducers of Vibrio cholerae quorum light production without autoinducers, primary screen, BH1578 luxS cqsA deficient, single point | V. cholerae BH1578 lux reporter, luminescence, 6 h | activation, % at 18.7 µM | 350,000 compounds, 0.16% hits | AID 588436, 2011; in the data active means activation mostly above about 9.7%, no sharp cut-off; further: not every result past the cut was called active; inactives centre near 0; reference of the scale not given here
UGM FP inh – M. tuberculosis UGM enzyme inhibitors, primary screen, biochemical, fluorescence polarization, single point; inhibition, % at 10 µM; 320,000 compounds, 0.06% hits; purified UGM, fluorescence polarization probe displacement; UDP-galactopyranose mutase (Mycobacterium tuberculosis (strain ATCC 25618 / H37Rv)), …; AID 504406, 2011; in the data active means inhibition above about 10%, passing the limit was not always enough
PriA SSB inh – inhibitors of Klebsiella pneumoniae PriA binding to SSB C-terminal tail, primary screen, biochemical, AlphaScreen. PriA–SSB C-terminal tail interaction (Klebsiella pneumoniae). AlphaScreen SSBct-PriA binding, biotinylated peptide. inhibition, % at 33 µM. 430,000 compounds, 0.6% hits; in the data active means inhibition mostly above about 37%, no sharp cut-off; inactive means mostly below about 20%;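 further: plate controls were negative control peptide for no effect and reference peptide for full effect; strong numbers were not always called active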
GDH-TPI inh – GDH-TPI coupling enzyme inhibitors, primary screen, artefact control for M. tuberculosis FBA inhibitor project, biochemical, absorbance, full deck; GDH-TPI coupled enzyme counterscreen, NADH absorbance; 360,000 compounds, 1.2% hits; inhibition, % at 4.8 µM; in the data active means inhibition above about 30%;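 further: 0% = DMSO wells and 100% = wells lacking the enzyme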
Mtb FBA inh – Mtb FBA enzyme inhibitors, primary screen, biochemical, fluorescence, strain H37Rv; Fructose-bisphosphate aldolase (Mycobacterium tuberculosis (strain ATCC 25618 / H37Rv)), …; purified M. tuberculosis FBA, fluorescence read-out; inhibition, % at 1 µM; 360,000 compounds, 2.3% hits; AID 588726, 2011; in the data active means inhibition above about 27%;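 further: 0% = vehicle and 100% = reference inhibitor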
Target sequence (P9WQA3 whole entry, looked up): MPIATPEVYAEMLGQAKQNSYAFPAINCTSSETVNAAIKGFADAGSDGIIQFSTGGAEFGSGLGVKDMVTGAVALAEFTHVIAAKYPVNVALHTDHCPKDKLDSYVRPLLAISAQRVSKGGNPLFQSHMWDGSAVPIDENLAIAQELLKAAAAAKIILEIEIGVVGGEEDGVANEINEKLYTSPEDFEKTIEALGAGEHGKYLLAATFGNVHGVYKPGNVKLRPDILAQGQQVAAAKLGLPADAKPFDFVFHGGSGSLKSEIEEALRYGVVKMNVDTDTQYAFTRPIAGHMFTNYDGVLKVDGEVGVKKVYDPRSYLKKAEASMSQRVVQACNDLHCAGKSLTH
SARS 3CLpro inh – SARS-CoV 3CLpro protease inhibitors, primary screen, biochemical, quenched FRET; AID 1706, 2009; 290,000 compounds, 0.14% hits; inhibition, % at 6 µM; recombinant SARS-CoV 3CLpro, quenched FRET peptide cleavage; Replicase polyprotein 1ab (Severe acute respiratory syndrome coronavirus), P0C6X7; in the data active means inhibition above about 12%
* hit, by the source's call; i = inactive; . = no result given; & = joins results of further samples.

cpd	Molecule	Rv3671c protease	GDH-TPI inh	MazEF act	Mtb FBA inh	BioA inh	UGM FP inh	BH1578 lux ind	VHR inh abs	PriA SSB inh	SARS 3CLpro inh
1	COc1ccc(NC(=O)c2ccc(S(=O)(=O)N3CC(C)OC(C)C3)cc2)cc1 (centres undefined)	7	7	4	4	.	1.9	i	.	5	.
2	c1ccc(Cc2nn3c(Cn4cnc5ccccc54)nnc3s2)cc1	5	6	8	1	4.1	-1.0	i	-10	-9	-5
3	CCOC(=O)C(=O)C1=CN(Cc2ccccc2)C=C(C#N)C1	-15	16	9	29*	1.7	0.5	-0.4	10	-5	0
4	COc1cc(/C=N/N(C)C)cc(Br)c1O	-15	32*	2	3	.	1.6	0.4	13	.	-1
5	COC(=O)c1c(NC(=O)C(C)C)sc2c1C(C(=O)OC)CC2 (centres undefined)	2	11	1	6	0.8	-3.3	0.5	-4	-14	-1
6	COc1ccc(C(=O)Nc2cccc(C(=O)N3CCCC3)c2)cc1	-3	3	1	0	18	-0.3	-0.3	-22	-10	-2
7	Cc1nc2ccccn2c1C(=O)NCc1ccc2c(c1)OCO2	2	10	1	2	1.6	5.0	-1.2	-4	-4	3
8	CC1=N/C(=C/c2cccnc2)C(=O)O1	0	7	8	-3	.	-1.6	-1.0	15	-14	0
9	COc1cccc2c1OCC(C(=O)OCc1cccnc1)=C2	11	8	2	-3	.	-0.4	-1.0	39	-20	-1
10	CCN(c1cccc(C)c1)c1ncnc2nc[nH]c12	-1	-3	0	2	2.2	-1.7	-0.3	2	-18	3
11	CCN(CC)S(=O)(=O)c1ccc(NC(=S)Nc2ccccc2)cc1	-6	16	5	2	.	-5.9	i	20	-2	-1
12	CCc1ccc(C(=O)COC(=O)C(CCSC)NC(=O)C23CC4CC(CC(C4)C2)C3)cc1 (centres undefined)	4	6	-5	0	.	-2.6	i	-8	-20	3
13	O=C(NCCc1c[nH]c2ccccc12)/C(=C/c1cccnc1)NC(=O)c1ccco1	6	1	9	-1	4.5	-0.5	i	21	6	5
14	O=C(C1CCN(C2CC(=O)N(c3ccc(F)cc3)C2=O)CC1)N1CCOCC1 (centres undefined)	-2	-2	-2	0	-0.9	-2.0	-0.6	-8	-3	-1
15	O=C1CC(c2ccccc2)C(C(=O)Nc2ccccc2F)N1 (centres undefined)	4	2	-6	2	-0.3	-1.2	-0.4	15	3	-3

Reprinted at random: three compounds from above
cpd	Molecule	Rv3671c protease	GDH-TPI inh	MazEF act	Mtb FBA inh	BioA inh	UGM FP inh	BH1578 lux ind	VHR inh abs	PriA SSB inh	SARS 3CLpro inh
2	c1ccc(Cc2nn3c(Cn4cnc5ccccc54)nnc3s2)cc1	5	6	8	1	4.1	-1.0	i	-10	-9	-5
9	COc1cccc2c1OCC(C(=O)OCc1cccnc1)=C2	11	8	2	-3	.	-0.4	-1.0	39	-20	-1
11	CCN(CC)S(=O)(=O)c1ccc(NC(=S)Nc2ccccc2)cc1	-6	16	5	2	.	-5.9	i	20	-2	-1

The listing continues:
cpd	Molecule	Rv3671c protease	GDH-TPI inh	MazEF act	Mtb FBA inh	BioA inh	UGM FP inh	BH1578 lux ind	VHR inh abs	PriA SSB inh	SARS 3CLpro inh
16	O=c1oc2ccccc2c(O)c1C(c1ccccn1)c1c(O)c2ccccc2oc1=O	2	0	-10	3	.	1.4	i	27	-10	2
17	CCCC(=O)Nc1nc(-c2ccc(Cl)s2)cs1	1	-12	6	-2	.	0.2	i	15	-7	3
18	COc1ccccc1S(=O)(=O)CC(O)COc1ccc(F)cc1Cl (centres undefined)	1	-1	-18	1	.	-2.6	0.6	22	-18	1
19	Nc1ccc2c(c1)Cc1cc(N)c(Cl)cc1-2	.	18	13	3	2.4	.	i	.	19	.
20	O=C(Cc1ccccc1Cl)NCc1cccnc1	7	1	4	1	-0.2	-0.4	i	27	-9	3
21	Cc1ccc(CNC(=O)C2CCCN(S(=O)(=O)c3ccc(F)cc3)C2)cc1 (centres undefined)	.	7	0	1	-3.5	0.6	-0.1	11	-4	3
22	COc1ccc(-c2csc(NC(=O)CN3C(=O)NC4(CCCC4)C3=O)n2)cc1	-5	5	1	2	-1.2	-1.5	i	.	5	.
23	CCCOc1ccccc1OCC(=O)Nc1ccc(S(=O)(=O)N2CCCC2)cc1	-13	3	2	-2	-1.0	3.1	i	.	-10	.
24	CCc1ccc(N(C(=O)CNC(=O)c2cccs2)C(C(=O)NC(C)(C)C)c2cc(OC)c(OC)c(OC)c2)cc1 (centres undefined)	-2	6	-2	5	0.0	-3.8	i	14	9	2
25	COc1ccccc1C(=O)Nc1ccc(C(=O)c2ccccc2)cc1	-5	4	13	-2	-2.5	-1.5	-2.0	-12	-43	-1
26	C[C@H](NC(=O)c1nc[nH]c1C(=O)N[C@@H](CCCCN)C(=O)OC(C)(C)C)C(=O)OCc1ccccc1	-4	-12	7	-1	1.3	-0.2	i	.	-11	.
27	CCOc1ccccc1NC(=O)c1nc[nH]c1C(=O)Nc1ccccc1OCC	-2	3	5	-1	1.7	-0.5	i	15	-15	-1
28	CCOC(=O)c1c[nH]c2c(C)ccc(Cl)c2c1=O	-3	0	9	-2	.	0.1	-1.0	23	-5	-6
29	CC(NS(=O)(=O)c1ccc(Cl)cc1)C(=O)Nc1ccc2c(c1)OCCO2 (centres undefined)	4	-7	-3	-2	.	-1.1	-0.2	8	3	-8
30	Cc1nc(NCCc2cnc[nH]2)c2oc3ccccc3c2n1	1	0	-5	-3	9.4	-0.6	i	16	10	2
31	COC(=O)c1ccc(CN=C(NS(=O)(=O)c2ccccc2)c2ccccc2)cc1	-11	4	3	1	11	-0.1	i	.	4	.
32	CCCCn1nnc(NC(=O)c2ccc(-c3ccccc3[N+](=O)[O-])o2)n1	-7	3	11	-8	-0.9	1.4	-0.3	13	-10	-21
33	Fc1ccc(CNc2ncnc3cc(Cl)ccc23)cc1	-4	11	5	1	1.2	0.3	-0.5	-5	-9	1
34	Cc1ccc(NC(=O)C2C(C(=O)O)C3C=CC2C32CC2)cc1 (centres undefined)	2	-13	-2	0	-1.7	-1.2	i	29	-5	-3
35	CC(=O)N(C(C)=O)n1c(/C=C/c2cccc([N+](=O)[O-])c2)nc2ccccc2c1=O	1	1	-6	2	.	2.4	-0.1	10	-3	0
36	O=C(Cn1ccc(NC(=O)OCc2ccccc2)nc1=O)NCc1nc2ccccc2[nH]1	0	9	3	1	-0.6	-1.5	-0.3	.	-4	.
37	COc1ccc(-c2cc(C(=O)N3CCCC3)no2)cc1OC	-3	-6	3	0	.	-3.0	-0.5	20	-7	2
38	COc1ccc(C2=NN(C(=O)CN3CCCCC3)C(c3ccc(OC)cc3)C2)cc1 (centres undefined)	9	9	7	1	.	1.9	-0.8	1	5	-2
39	O=C(/C=C/c1ccc(Cl)cc1)N1CCN(c2ccc([N+](=O)[O-])c(N3CCOCC3)c2)CC1	-5	-5	1	0	0.2	1.1	-0.7	33	11	2
40	Cc1ccc(NC(=O)CN2CCN(C(=O)c3ccco3)CC2)cc1S(=O)(=O)N(C)C	.	-1	4	0	-0.7	.	0.6	.	-4	.
41	CC(C)OP(=O)(CCP(=O)(OC(C)C)OC(C)C)OC(C)C	9	5	-12	2	3.3	2.5	-0.4	25	-13	3
42	CC(C)(/C=N/O)/[N+]([O-])=C/c1ccco1	3	-2	-8	7	0.6	-0.5	i	18	.	1
43	COc1ccccc1OCC(=O)Nc1ccc(S(=O)(=O)Nc2cc(C)on2)cc1	13	-2	1	1	-0.4	3.1	-0.6	15	-14&-11	5
44	CCOc1cc(N2CCOCC2)c(OCC)cc1NC(=O)Cc1cccc(OC)c1	3	3	0	0	.	1.5	-9.8	10	15	8
45	CCCCN1C[C@H](C)[C@@H](CC(=O)NCc2ccccc2)C1=O	-4	-7	5	-1	3.0	0.7	0.1	48	0	1
46	O=C1/C(=C\c2ccc(-c3ccccc3[N+](=O)[O-])o2)C(c2ccccc2)=NN1c1ccccc1	2	6	-3	2	0.8	0.4	-0.4	-5	4	3
47	CCOC(=O)c1cc2sccc2n1Cc1ccccc1	4	10	-5	0	-0.7	-1.3	1.0	-19	-44	2
48	O=C(COC(=O)C1CC(=O)N(CCc2ccccc2)C1)c1ccc[nH]1 (centres undefined)	3	-1	5	0	0.7	-1.3	0.5	.	-9	.
49	Cc1ccnc(NS(=O)(=O)c2ccc(NC(=O)CSc3nc(-c4ccccc4)cc(=O)[nH]3)cc2)n1	4	-3	1	-2	-1.3	2.3	-0.3	-8	-6	0
50	CC12CCC(C(=O)NNc3ccc([N+](=O)[O-])cc3)(CC1=O)C2(C)C (centres undefined)	6	14	5	2	.	-5.0	-0.2	-1	-9	2
51	Cc1cccc(NC(=O)c2nc[nH]c2C(=O)N[C@@H](C)C(=O)OCc2ccccc2)c1	-4	9	0	-2	-0.1	-1.2	-2.2	7	-1	.
52	O=C(c1cc(-c2ccccc2Cl)on1)N1CCCC1	-6	5	-2	0	4.1	3.3	-0.2	25	-6	-1
53	CCN(CC(=O)Nc1ccccc1C(F)(F)F)C(=O)CCc1c(C)[nH]c(=O)c(C#N)c1C	3	11	-7	1	0.2	0.7	-0.4	17	-6	-7
54	O=C(CSc1nnc(CNC(=O)c2ccccc2F)o1)c1ccccc1	5	10	8	6	1.6	-1.4	-0.1	-11	-3	2
55	O=C(Nc1ccc2c(c1)OCO2)c1ccc(Br)c(S(=O)(=O)N2CCCC2)c1	1	2	10	2	3.4	-1.3	i	16	3	5
56	COc1ccc(C(=O)NCc2ccccc2)cc1S(=O)(=O)N1CCCc2ccccc21	-8	-1	-2	0	-0.6	-0.2	-0.4	16	-10	5
57	O=C(COC(=O)/C=C/c1ccc(F)cc1)NC1CCCCCC1	-7	3	-2	4	-0.3	2.7	-0.8	.	3	.
58	COc1cc([N+](=O)[O-])ccc1NC(=O)CCCOc1ccccc1	-4	14	-2	-3	-3.5	2.1	i	-4	-5	-1
59	CC(CNS(=O)(=O)c1ccc(Cl)cc1)n1cncn1 (centres undefined)	-2	-13	-1	-2	-0.7	-2.0	i	2	-18	-3
60	FC(F)(F)c1ccc(N2CCN(Cc3ccc4c(c3)OCO4)CC2)nc1	3	7	-4	0	15	0.1	-0.9	-2	-3	-4
61	CCN1C(=NCCOC)N[C@@H](c2cccc(C(F)(F)F)c2)C(C(=O)OC)=C1C	1	-7	-4	1	-0.8	-3.3	i	.	-5	.
62	Cc1ccc(NC(=O)Nc2cccc3ccccc23)cc1	3	6	0	3	-0.6	1.9	i	-6	-2	4
63	O=C(Nc1nnc(SCc2ccc(F)cc2)s1)c1ccc2ncsc2c1	.	6	-3	-2	.	.	i	4	-7	7
64	CC(C)CNC(=O)c1cccc(NC(=O)c2ccc(Cl)c([N+](=O)[O-])c2)c1	-4	4	4	3	.	0.2	-0.3	0	-2	-1
65	CC(=O)c1ccc(NC(=O)C2CCCN2S(=O)(=O)c2ccc(C)cc2)cc1 (centres undefined)	6	-13	3	2	-0.1	-0.3	-0.2	30	-8	1

An excerpt, so the mix of outcomes need not match the whole.
